Source: PubChem BioAssay (NCI)
Growth percent in the NCI-60 one-dose screen (48 h, 10 µM unless noted): 100 = growth as untreated, 0 = no growth, -100 = all killed.
UACC-62 – UACC-62 melanoma; actives 5.4% (n = 81,000); AID 1794756
SK-MEL-28 – SK-MEL-28 melanoma; actives 4.1% (n = 81,000)
SK-MEL-5 – SK-MEL-5 melanoma; actives 6.4% (n = 80,000)
M14 – M14 melanoma | actives 6.2% (n = 80,000)
UACC-257 – UACC-257 melanoma; actives 4.4% (n = 78,000); AID 1794764
SK-MEL-2 – SK-MEL-2 melanoma. actives 4.7% (n = 77,000). AID 1794763
MDA-MB-435 – MDA-MB-435 melanoma | actives 7.8% (n = 82,000)
MALME-3M – MALME-3M melanoma. actives 5.8% (n = 78,000)
* = called active by the depositor; nt = no result given; & = joins results of further samples; [ ] = another dose, or the depositor's remark. How the source made its calls: active means growth percent below 10; inactive means the rest. This is a random part of the collection; 11% or so of the library scored in one or more.

#	SMILES	UACC-62	SK-MEL-28	SK-MEL-5	M14
1	O=C(NCCc1ccccc1)c1ccc2c(c1)nc(-c1ccccc1)n2C1CCCCC1	93.0	101.1	18.4	76.4
2	N#Cc1ccc(S(=O)(=O)Nc2ccc(-c3cnc(N)[nH]3)cc2)cc1	92.4	97.1	100.3	99.9
3	CC1(C)[C@@H]2CC[C@]1(C)[C@@H](O)C2	nt	112.0	104.6	105.0
4	C#C[C@H]1CCCCCC1O (some centres undefined)	100.1	122.2	98.1	106.6
5	N#Cc1ccccc1Cn1cc(CSc2nc3ccccc3s2)nn1	87.4	100.7	99.3	98.9
6	C=CCc1cc(Nc2c3ccc(Cl)cc3nc3ccc(OC)cc23)cc(CN(CC)CC)c1O	19.1	39.1	-92.7*	19.8
7	CC(C)c1ccc(O)c(=O)cc1	84.6	89.1	83.6	63.3
8	Cc1nc(CSc2ccccc2C(=O)Nc2cccc(-c3nnco3)c2)no1	80.8	86.7	86.8	83.4
9	CCOC(=O)C1C2C=CC(C2)C1C(=O)OC (centres undefined)	103.8	108.6	106.3	108.9
10	COc1ccc(-c2c3c(cn2Cc2cccc(OC)c2)-c2oncc2CCC3)cc1	79.3	109.8	100.3	91.6
11	CC(=O)NC1[C@H](OCCCNC(=O)C(F)(F)F)O[C@H](COC(C)=O)C(OC(C)=O)[C@@H]1OC(C)=O (some centres undefined)	103.1	105.9	96.8	99.6
12	NS(=O)(=O)c1ccc(C(=O)NN2C(=O)c3cccc4cc([N+](=O)[O-])cc(c34)C2=O)cc1	96.4	114.9	103.5	101.9

#	UACC-257	SK-MEL-2	MDA-MB-435	MALME-3M
1	111.5	87.7	91.1	82.3
2	98.2	nt	108.1	98.0
3	nt	103.5	106.7	107.0
4	107.3	101.2	108.9	104.3
5	108.0	97.4	95.7	103.1
6	4.7*	18.5	15.5	2.1*
7	84.4	74.7	80.6	114.4
8	92.4	69.8	96.4	85.6
9	101.5	126.6	105.2	95.1
10	96.6	96.2	98.1	95.6
11	101.7	112.0	104.0	100.1
12	105.6	109.5	102.6	103.2

Later entries
#	SMILES	UACC-62	SK-MEL-28	SK-MEL-5	M14
13	O=C(Nc1cccc(Cn2c(=O)[nH]c3ccc(Oc4ncccn4)cc3c2=O)c1)c1cccc(F)c1	58.4	93.8	65.5	78.6
14	COc1ccccc1CNCc1ccccc1	105.6	108.4	102.4	107.8
15	CC(C)[C@@H]1CC[C@@H](C)C[C@H]1OC(=O)NN	101.2&100.4	105.7&109.8	106.6&104.7	106.9&106.3
16	COc1ccc(-c2nc(-c3nc4ccccc4[nH]3)c3ccccn23)cc1	89.0	95.6	56.5	90.7
17	Cc1cc(Cl)cc2sc(C(=O)O)c(N)c12	104.0	112.9	112.8	122.7
18	CC(=O)[C@@]1(O)CCC2C3C=C(Cl)C4=CC(=O)[C@@H]5CC5[C@]4(C)C3CC[C@@]21C (some centres undefined)	89.4	115.0	nt	114.3
19	CCOC(=O)C(Cl)c1cccc(OC)c1OC (centres undefined)	86.0	101.0	nt	97.0
20	COc1ccc(COC(=O)Sc2nc(C)cc(C)n2)cc1	104.3	100.7	108.0	100.6
21	CCCCCC/C=C\CCCCCCCCOc1ccccc1CCOP(=O)(O)OCC[N+](C)(C)C	81.1	92.1	93.9	94.2
22	Cc1cc2nc3cc(C)c(N)cc3[n+](-c3ccccc3)c2cc1N	53.1	80.7	20.7	89.5
23	CSC(=Nc1ccc(N(C)C)cc1)NC#N	107.8	109.3	106.2	100.7
24	CCOC(=O)c1[nH]c2c(OCC)nc(OCC)nc2c1Br	93.1	110.5	100.7	133.7

#	UACC-257	SK-MEL-2	MDA-MB-435	MALME-3M
13	67.3	74.3	51.0	97.2
14	83.9	78.3	100.2	114.7
15	93.2&106.7	108.8&99.5	110.4&112.7	103.7&106.1
16	91.1	76.2	77.4	100.0
17	120.2	128.3	111.5	97.0
18	110.0	110.4	98.6	100.4
19	87.0	102.7	103.3	98.1
20	103.3	nt	117.4	105.7
21	nt	94.2	97.8	99.4
22	32.6	82.8	67.2	48.7
23	134.8	nt	97.2	96.6
24	107.3	105.2	106.7	190.9

Other results:
#	SMILES	UACC-62	SK-MEL-28	SK-MEL-5	M14
25	CC(=Nc1ccccc1)C1=C(O)C(Cc2ccc(F)cc2)NC1=O (centres undefined)	23.5	45.3	25.1	12.8
26	O=C(O)CSCSCC(=O)O	100.5	97.8	102.8	107.6
27	Clc1ccc2[nH]cc(-c3nn4cc(-c5ccncc5)nc4s3)c2c1	25.8	53.8	38.3	67.7
28	O=c1nc(Nc2cc(F)ccc2O)sc2ccccc12	82.8	106.6	67.6	90.1
29	O=C(O)c1cc2ccccc2nc1C(=O)O	nt	113.6	100.8	94.1
30	Cc1ccnc(NC(c2cccc(OCc3ccccc3)c2)c2ccc3cccnc3c2O)c1 (centres undefined)	91.8	92.6	100.0	104.6
31	C[n+]1cccc(O)c1	108.4	109.7	109.9	96.9
32	Nc1cc(SCc2ccc([N+](=O)[O-])cc2)ncn1	94.9	120.0	103.7	100.4
33	O=C(O)c1cc2c([nH]c3ccc(F)cc32)c(=O)s1	95.8	105.2	93.7	102.3
34	CN(CCCCCCCCNc1ccnc2ccccc12)Cc1ccc(-c2ccc(-c3ccc(C#N)cc3)s2)cc1	-37.4*	-84.1*	-100.0*	-84.0*
35	COc1ccc(-c2nn(Cc3cc(OC)c(OC)c(OC)c3)c3c2-c2oncc2CC3)cc1	72.7	87.9	86.6	103.0
36	O=c1c(O)c(NC[C@H]2OC(O)[C@H](O)[C@@H](O)[C@@H]2O)c1=O (some centres undefined)	101.9	108.0	111.3	102.9

#	UACC-257	SK-MEL-2	MDA-MB-435	MALME-3M
25	38.8	17.6	-53.7*	24.2
26	nt	94.8	99.6	105.2
27	90.7	79.0	51.0	26.9
28	97.5	75.1	91.1	87.4
29	nt	99.4	107.5	100.3
30	88.7	99.3	107.4	93.3
31	112.3	nt	97.5	106.1
32	101.2	98.6	106.6	102.3
33	95.2	103.7	99.6	91.7
34	-38.7*	-63.9*	-91.6*	-80.7*
35	98.8	95.7	53.0	97.3
36	108.8	nt	108.2	84.4

3 of the compounds above, with values under each structure.
Below each SMILES: UACC-62	SK-MEL-28	SK-MEL-5	M14	UACC-257	SK-MEL-2	MDA-MB-435	MALME-3M
31) C[n+]1cccc(O)c1
    108.4	109.7	109.9	96.9	112.3	nt	97.5	106.1
32) Nc1cc(SCc2ccc([N+](=O)[O-])cc2)ncn1
    94.9	120.0	103.7	100.4	101.2	98.6	106.6	102.3
33) O=C(O)c1cc2c([nH]c3ccc(F)cc32)c(=O)s1
    95.8	105.2	93.7	102.3	95.2	103.7	99.6	91.7

Other compounds follow.
#	SMILES	UACC-62	SK-MEL-28	SK-MEL-5	M14
37	C/C(=N\Nc1ncc(-c2ccc3occc3c2)s1)c1cc2ccccc2o1	90.9	106.3	108.1	102.1
38	CCc1ccc(Nc2ccc3c(Oc4ccnc(C(=O)NC)c4)cccc3n2)cc1	60.3	90.4	62.4	89.8
39	Clc1ccccc1-c1nnc(-c2nc3ccccc3nc2Cl)o1	91.3	86.9	100.1	91.5
40	O=C(Oc1ccc(-c2ccc([N+](=O)[O-])cc2)cc1)c1ccccc1	105.8	97.8	111.4	110.8
41	Cc1ccc(S(=O)(=O)NC(CCCN=C(N)N)C(=O)O)cc1 (centres undefined)	98.6	118.1	99.8	99.9
42	COc1ccc(/C=c2\sc(=C(C#N)C#N)[nH]c2=O)cc1	96.8	103.1	111.2	99.9
43	COc1ccccc1N/N=C/c1ccc([N+](=O)[O-])cc1	81.3	99.6	98.9	102.4
44	CC(C)Cc1ccc(C(C)c2nnc(SCC(=O)N3N=C(c4ccc5ccccc5c4)CC3c3ccc(Cl)cc3)n2-c2ccccc2)cc1 (centres undefined)	73.2	92.9	76.3	75.5
45	CNc1cc(=S)nc(N)[nH]1	97.6	105.5	102.8	106.1
46	Cn1cccc1C(=O)C1C(c2cccc([N+](=O)[O-])c2)C2C3CCCCC3CN2C12C(=O)Nc1ccc(Cl)cc12 (centres undefined)	60.1	83.2	64.5	52.4
47	Cc1cc(C[P+](c2ccccc2)(c2ccccc2)c2ccccc2)c(C[P+](c2ccccc2)(c2ccccc2)c2ccccc2)cc1C	78.4	95.5	92.2	91.7
48	CCOC(=O)CCc1ccco1	87.7	110.0	103.5	97.1

#	UACC-257	SK-MEL-2	MDA-MB-435	MALME-3M
37	105.0	113.1	101.5	99.1
38	88.2	nt	82.5	88.7
39	98.3	109.6	99.3	87.9
40	101.4	126.7	93.6	109.1
41	125.5	117.0	121.3	102.0
42	106.5	96.4	108.9	106.0
43	112.5	108.8	89.6	112.2
44	93.2	79.5	89.0	96.7
45	99.2	96.1	103.9	97.5
46	70.7	66.5	56.3	68.1
47	nt	95.6	76.9	102.8
48	99.0	95.3	110.4	131.9

Additional records.
#	SMILES	UACC-62	SK-MEL-28	SK-MEL-5	M14
49	CCC[C@@]1(CCc2ccccc2)CC(O)=C([C@H](CC)c2cccc(NS(=O)(=O)c3ccc(C(F)(F)F)cn3)c2)C(=O)O1	86.8	96.4	103.1	110.7
50	COC1=C[C@@]23CCCN2CCc2cc4c(cc2[C@H]3[C@H]1OC(=O)C(C)(C)O)OCO4	95.2	102.9	103.2	99.9
51	CC(=O)[C@@]1(O)[C@H](O)C[C@H]2[C@@H]3CCC4=CC(=O)C[C@]4(C)[C@H]3CC[C@@]21C	96.0	99.3	nt	102.9
52	Cc1ccccc1N=C(N)N=C(N)N	98.7	108.1	101.9	nt
53	CON1C(=O)CC[C@]2(C)[C@H]3CC[C@@H]4[C@H]5[C@H]6OC(=O)[C@@]5(CCC6(C)C)CC[C@@]4(C)[C@]3(C)CC[C@H]2C1(C)C	96.9	102.1	98.5	98.1
54	C=CC1=C(C)C2=NC1=CC1=NC(=CC3=C(C)C4=C(O)C(C(=O)O)C(=C5NC(=C2)C(C)C5CCC(=O)O)C4=N3)C(CC)=C1C (centres undefined)	107.0	104.1	101.9	104.3
55	CCn1c(CN2CCN(c3cc4c(cc3F)c(=O)c(C(=O)O)cn4C3CC3)CC2)n[nH]c1=S	93.6	106.7	97.4	102.9
56	CC(C)CCCCCCCOC(OCCCCCCCC(C)C)OCCCCCCCC(C)C	105.9	109.3	102.3	96.5
57	CC(=O)N1CCN(c2cc3c(cc2F)c(=O)c(C(=O)O)cn3C2CC2)CC1	98.0	106.0	99.9	96.4
58	CCCN1CCN(c2ccc3nc(-c4ccc5nc(-c6cc(OC)c(OC)c(OC)c6)[nH]c5c4)[nH]c3c2)CC1	35.8	57.8	41.3	63.9
59	COC(=O)C(O)C(Cc1ccccc1)NC(=O)c1[nH]c2ccccc2c(=O)c1C (centres undefined)	94.1	106.0	99.0	105.0
60	O=C(Nc1ccc(OS(=O)(=O)c2ccc(C(F)(F)F)cc2)cc1)C1CCCCCCC1	83.1	109.0	91.8	97.4

#	UACC-257	SK-MEL-2	MDA-MB-435	MALME-3M
49	106.7	116.0	111.8	99.2
50	98.2	100.0	100.7	91.5
51	96.1	111.8	107.2	88.9
52	104.3	98.0	117.6	114.9
53	102.5	104.8	98.9	94.9
54	115.1	128.7	120.0	124.6
55	98.9	108.9	101.2	101.5
56	98.9	140.4	107.6	92.8
57	nt	95.0	100.4	nt
58	71.7	70.9	55.1	7.6*
59	96.8	105.2	102.1	101.0
60	102.6	102.2	95.2	103.1

More entries follow.
#	SMILES	UACC-62	SK-MEL-28	SK-MEL-5	M14
61	CC(C)N1C(=O)C=CC1=O	97.2	105.7	103.6	100.7
62	CN(C)CCOC(=O)Nc1ccc(Cc2ccc(NC(=O)OCCN(C)C)cc2)cc1	2.0*[100 µM]	18.7[100 µM]	54.8[100 µM]	-38.6*[100 µM]
63	C=C(CN1CCN(c2cccc(C(F)(F)F)n2)CC1)c1ccc(C(=O)Nc2ccccc2N)cc1	26.9	nt	-62.2*	18.5
64	Oc1ccc(C(c2ccccc2)c2ccccc2)c2ccccc12	81.2	108.3	97.5	90.7
65	Cc1ccc(C(=O)c2ccc(O)cc2)cc1	94.8	115.5	103.8	nt
66	C/C(=N\Nc1nc(-c2ccc(Cl)cc2)cs1)c1nnn(-c2ccc(S(N)(=O)=O)cc2)c1C	96.5	103.4	100.2	107.6
67	OCC1CCN(c2cc(-c3cccnc3)ccc2NC(=S)Nc2ccc(C(F)(F)F)cc2)CC1	68.1	63.0	20.0	75.9
68	Cc1c(C(=O)N2CCNCC2)[nH]c2ccc(Cl)cc2c1=O	99.9	109.3	99.9	100.2
69	CC(C)C[C@@H](/C=C/S(=O)(=O)c1ccccc1)NC(=O)[C@H](Cc1ccccc1)NC(=O)c1cnccn1	87.9	120.0	101.6	105.1
70	O=C(CSC(=S)n1cnnc1)NC(=O)c1ccccc1	110.3	112.8	108.7	98.1
71	COc1ccccc1C1CCCCC1	102.2	110.1	106.4	102.2
72	Cc1cc2nnc(Nc3ccccc3)n2c(SCc2ccccc2)n1	79.2	98.0	93.1	89.5
73	COC(=O)C1(CC(=O)c2ccco2)NC(=S)NC(=O)C1C#N (centres undefined)	101.9	109.8	103.7	114.9

#	UACC-257	SK-MEL-2	MDA-MB-435	MALME-3M
61	109.9	117.3	113.6	111.5
62	-61.6*[100 µM]	100.7[100 µM]	76.4[100 µM]	69.1[100 µM]
63	16.6	-9.9*	-9.7*	20.0
64	85.8	86.5	103.8	104.3
65	110.5	107.0	117.3	119.1
66	97.1	106.0	99.6	109.5
67	50.6	68.0	43.0	66.2
68	91.3	97.3	101.7	91.7
69	110.4	105.0	100.8	116.1
70	112.8	106.3	113.4	98.4
71	99.2	nt	107.2	108.2
72	88.4	98.0	96.8	92.7
73	110.3	104.0	112.7	103.8
